# RGS7-Gao reg = human RGS7-Galphao interaction regulation. P09471. Multiplexed bead flow cytometry, RGS7-Galphao binding; actives lie on both sides. binding response (% of control), % at 10 µM. 0.35% of 220,000 active. AID 1439; in the data active = binding response below about 49% or above about 150%; inconclusive = no clear call, values can overlap the other calls; inactive = in between;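 also: fluorescent Galphao held in activated GDP-AlF4 state binding bead-coupled RGS7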
# Bcl-B Bim block = disrupts Bim peptide binding to human Bcl-B. inhibition, % at 10 µM. bead-based flow cytometry. AID 951. Q9HD36. 0.073% of 190,000 active;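 also: 0% = tracer peptide without compound and 100% = reference inhibitor peptide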
# Target sequence (Q9HD36 whole entry, looked up): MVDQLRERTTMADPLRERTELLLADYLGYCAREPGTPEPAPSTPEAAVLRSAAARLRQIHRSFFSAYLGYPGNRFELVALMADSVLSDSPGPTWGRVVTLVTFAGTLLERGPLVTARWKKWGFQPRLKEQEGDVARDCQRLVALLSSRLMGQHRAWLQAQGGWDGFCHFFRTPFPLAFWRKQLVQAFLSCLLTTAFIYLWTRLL
# GSH fluor = compound fluoresces at 488/530 nm on GSH beads; GSH beads flow cytometry, compound fluorescence 488/530 nm; stronger effect = higher value; fluorescence (KMESF) at 10 µM; 0.25% of 190,000 active; in the data active = fluorescence above about 89;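 also: glutathione beads carrying GST-tagged Bcl family fusion proteins plus one bare bead set; values are compound well signal with DMSO vehicle wells as background; inactives centre near 16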
# Bim-Mcl-1 = human Bim-Mcl-1 interaction inhibition; Q07820; Bead-based flow cytometry, Bim peptide-Mcl-1 binding; inhibition, % at 10 µM; 0.1% of 190,000 active; AID 1009;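 also: 0% = no compound tracer wells and 100% = peptide blocker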
# Target sequence (Q07820 whole entry, looked up): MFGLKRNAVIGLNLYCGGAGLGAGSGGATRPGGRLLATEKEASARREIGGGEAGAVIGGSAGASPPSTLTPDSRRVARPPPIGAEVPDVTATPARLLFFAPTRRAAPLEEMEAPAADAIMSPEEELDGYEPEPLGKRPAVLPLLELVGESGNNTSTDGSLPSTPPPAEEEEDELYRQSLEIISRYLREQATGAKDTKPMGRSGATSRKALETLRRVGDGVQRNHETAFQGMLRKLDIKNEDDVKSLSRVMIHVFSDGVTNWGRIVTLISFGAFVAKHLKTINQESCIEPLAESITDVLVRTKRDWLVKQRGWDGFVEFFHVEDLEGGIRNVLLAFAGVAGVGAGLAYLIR
# Bcl-2 Bim block = disrupts Bim peptide binding to human Bcl-2 | P10415 | Bead-based flow cytometry, Bim peptide-Bcl-2 binding | inhibition, % at 10 µM | 0.06% of 190,000 active; in the data active = inhibition above about 40%; inconclusive = no clear call, values can overlap the other calls;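 also: 0% = no compound wells with probe peptide and 100% = reference peptide inhibitor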
# Bim-Bcl-XL = disrupts Bim peptide binding to human Bcl-XL; 0.04% of 190,000 active; AID 1007; inhibition, % at 10 µM; Q07817; bead flow cytometry, fluorescence
# Target sequence (Q07817 whole entry, looked up): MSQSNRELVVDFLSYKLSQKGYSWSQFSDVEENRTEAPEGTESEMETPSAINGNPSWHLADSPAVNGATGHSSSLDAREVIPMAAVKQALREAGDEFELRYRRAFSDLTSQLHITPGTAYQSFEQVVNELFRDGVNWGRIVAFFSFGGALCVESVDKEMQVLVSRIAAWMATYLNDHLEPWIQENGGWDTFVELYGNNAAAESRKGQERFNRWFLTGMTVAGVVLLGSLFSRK
# Bim-Bfl-1 = human Bim-Bfl-1 interaction inhibition. Q16548. AID 1008. 0.12% of 190,000 active. Bead-based flow cytometry, Bim-Bfl-1 binding inhibition. inhibition, % at 10 µM;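 also: 0% = wells without compound plus tracer and 100% = blocker peptide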
# Bcl-W Bim block = human Bim-Bcl-W interaction inhibition | AID 952 | Q92843 | 0.02% of 190,000 active | bead-based flow cytometry, Bim peptide-Bcl-W binding | inhibition, % at 10 µM;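 also: 0% = bound tracer without compound and 100% = peptide blocker; higher means less fluorescent Bim peptide bound to Bcl-W beads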
# Target sequence (Q92843 whole entry, looked up): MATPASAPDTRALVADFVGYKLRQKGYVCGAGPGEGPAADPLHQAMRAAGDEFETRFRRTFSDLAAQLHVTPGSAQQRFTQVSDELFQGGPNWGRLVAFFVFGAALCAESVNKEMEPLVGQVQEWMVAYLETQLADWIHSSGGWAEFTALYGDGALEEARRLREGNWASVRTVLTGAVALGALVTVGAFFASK
# Mcl1-Bid inh = disrupts binding of human Mcl-1 to Bid peptide; AID 1021; 0.97% of 220,000 active; inhibition, % at 21.7 µM; TR-FRET Mcl-1/Bid-Dy647 peptide binding, 1536-well; Q07820;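 active = compounds that cut the binding signal by more than half at the single screening dose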;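 also: His-tagged Mcl-1 with europium anti-His antibody binding Bid BH3 peptide; 0% = Mcl-1 plus peptide wells and 100% = peptide-only wells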
# RGS8-Gao reg = regulators of human RGS8-Galphao interaction. P09471. response (percent of control binding), % at 10 µM. multiplexed bead flow cytometry, RGS8-Galphao binding; actives lie on both sides. 0.34% of 220,000 active; in the data active = response below about 60% or above about 140%; inactive = in between;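 also: Galphao activated as the GDP aluminium fluoride complex binding bead-coupled RGS8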
# RGS4-Gao reg = modulates binding of RGS4 to human Galphao; AID 1415; Multiplexed bead flow cytometry; actives lie on both sides; 0.33% of 220,000 active; binding response (% of control), % at 10 µM; P09471; in the data active = binding response below about 49% or above about 150%; inactive = in between;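 also: fluorescent Galphao activated with aluminum fluoride binding bead-coupled RGS4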
# Active calls of the source: *; ? = inconclusive. Rule as the data show it, unless noted: active = inhibition above about 40%.
item	mol	RGS7-Gao reg	Bcl-B Bim block	GSH fluor	Bim-Mcl-1	Bcl-2 Bim block	Bim-Bcl-XL	Bim-Bfl-1	Bcl-W Bim block	Mcl1-Bid inh	RGS8-Gao reg	RGS4-Gao reg
1	COc1ccc(OC2C(=O)N(Cc3ccc(F)cc3)C2c2cc(OC)c(OC)c(OC)c2)cc1 (configuration not stated)	94.0	-9.0	15	-3.0	-5.0	-8.0	-5.0	-7.0	1.2	97.0	98.7
2	Cc1cc(C(=O)COC(=O)CNC(=O)c2ccc(Cl)c(Cl)c2)c(C)n1Cc1ccco1	92.4	-13.0	18	-6.0	-4.0	-11.0	-11.0	-5.0	-30.2	98.5	93.8
3	Cc1ccsc1/C=N\NC(=O)c1cc(C(C)(C)C)[nH]n1	101.5	0.0	9	-4.0	-4.0	-2.0	0.0	-5.0	-12.2	101.7	104.9
4	CCOC(=O)CSc1nnc(CNC(=O)c2cc(OC)c(OC)c(OC)c2)n1C	103.1	-5.0	14	-4.0	-4.0	-6.0	-2.0	-4.0	-1.7	101.3	105.1
5	CC1(C)N=C(SCC(=O)Nc2ccc(Cl)cc2)C(c2ccccc2)=N1	67.9	-3.0	37	-1.0	-6.0	-8.0	-9.0	0.0	8.7	100.7	53.1
6	CCOC(=O)Cc1csc(Nc2c(C)n(C)n(-c3ccccc3)c2=O)n1	99.4	-1.0	12	-1.0	0.0	1.0	-2.0	-2.0	-19.2	98.4	99.2
7	O=C(Cc1ccc(Br)cc1)Nc1ccc(S(=O)(=O)NCC2CCCO2)cc1 (configuration not stated)	106.8	-6.0	22	-1.0	-6.0	-7.0	-9.0	-5.0	-18.8	102.3	102.1
8	Cc1ccc(NC(=O)NCc2c(C)nn(C)c2C)cc1Cl	101.9	-4.0	21	0.0	-1.0	-2.0	-3.0	-1.0	-7.4	102.1	101.5
9	CCCCCn1c(C(C)NC(=O)CCC)nc2ccccc21 (configuration not stated)	102.4	-7.0	13	-3.0	-7.0	-5.0	-12.0	-4.0	-3.8	104.5	103.7
10	Cc1ccc(S(=O)(=O)NCCC(=O)Nc2ccc(C)cc2C(=O)c2ccccc2)cc1	103.3	-5.0	10	-6.0	-2.0	-6.0	0.0	-5.0	-5.7	99.8	100.7
11	COC(=O)[C@H](CCSC)NC(=O)N1CCN(c2cccc(C(F)(F)F)c2)CC1	99.3	-10.0	28	-3.0	-10.0	-7.0	-23.0	-5.0	-8.8	98.7	100.0
12	CCCC(C(=O)NCc1ccco1)N(C(=O)CNS(=O)(=O)c1ccc(Cl)cc1)C1CCCC1 (configuration not stated)	88.9	0.0	29	0.0	1.0	-4.0	4.0	0.0	-22.9	90.3	94.5
13	CSC1=NCCN1C(=O)Cc1ccc(-c2ccccc2)cc1	103.5	-5.0	16	0.0	-3.0	1.0	-8.0	0.0	-9.7	106.5	103.2
14	O=C(CN(CC1CCCO1)C(=O)CNS(=O)(=O)c1ccc(Cl)cc1)NCCc1ccccc1 (configuration not stated)	95.4	0.0	9	0.0	0.0	-1.0	-4.0	-3.0	-17.8	100.3	96.4
15	O=C(O)C1=C(OCc2ccccc2)C(=O)NCC1	94.1	-6.0	9	-4.0	-5.0	-1.0	-6.0	-2.0	-11.1	98.5	94.7
16	Cc1ccc(C(=O)CSc2ccccn2)cc1	147.1	2.0	16	-2.0	0.0	0.0	-3.0	-1.0	-8.9	106.4	104.2
17	CCOCCCNC(=O)C(c1ccc(C)cc1)N(Cc1cccs1)C(=O)CNC(C)=O (configuration not stated)	92.3	-11.0	19	6.0	-2.0	6.0	-1.0	0.0	2.3	79.7	89.9
18	COC(=O)c1ccccc1Oc1ccc(NC(=O)C(C)(C)CCl)cc1	96.4	-3.0	14	-1.0	-1.0	-4.0	-9.0	-4.0	-11.8	99.7	101.9
19	COC(=O)c1ccc(-c2ccc(Cl)cc2)nc1C	100.0	-8.0	7	-5.0	-3.0	-5.0	0.0	-3.0	-7.1	100.5	101.8
20	CCOc1ccc(S(=O)(=O)N2CCN(c3ccccc3OC)CC2)c2cccnc12	103.7	-10.0	40	-1.0	-9.0	-21.0	-11.0	-2.0	-7.2	102.4	103.6
21	C1CCc2c(nc3nnnn3c2NC2CCCC2)C1	97.0	3.0	9	0.0	0.0	0.0	0.0	1.0	-15.5	93.8	97.9
22	CCCCN(CCCC)C(=O)CSc1nnc2n(C)c(=O)c3c4c(sc3n12)CCCC4	95.4	-8.0	13	-2.0	-5.0	-9.0	-7.0	-2.0	-3.4	100.4	95.4
23	COc1cc(C(=O)Oc2ccc3c(c2)OCC3=O)cc(OC)c1OC	100.3	-3.0	13	2.0	0.0	-2.0	0.0	-1.0	29.2	104.0	104.6
24	CC(C)(C)C(=O)Nc1ccnc(-c2cccnc2)n1	94.7	-1.0	15	2.0	-1.0	1.0	-8.0	3.0	-5.3	98.7	94.5

# Sorted by molar mass (smallest number first): three of the compounds above
item	mol	RGS7-Gao reg	Bcl-B Bim block	GSH fluor	Bim-Mcl-1	Bcl-2 Bim block	Bim-Bcl-XL	Bim-Bfl-1	Bcl-W Bim block	Mcl1-Bid inh	RGS8-Gao reg	RGS4-Gao reg
21	C1CCc2c(nc3nnnn3c2NC2CCCC2)C1	97.0	3.0	9	0.0	0.0	0.0	0.0	1.0	-15.5	93.8	97.9
13	CSC1=NCCN1C(=O)Cc1ccc(-c2ccccc2)cc1	103.5	-5.0	16	0.0	-3.0	1.0	-8.0	0.0	-9.7	106.5	103.2
17	CCOCCCNC(=O)C(c1ccc(C)cc1)N(Cc1cccs1)C(=O)CNC(C)=O (configuration not stated)	92.3	-11.0	19	6.0	-2.0	6.0	-1.0	0.0	2.3	79.7	89.9

# Two compounds from above, reduced to Bim-Mcl-1.
No.	canonical_smiles	Bim-Mcl-1
14	O=C(CN(CC1CCCO1)C(=O)CNS(=O)(=O)c1ccc(Cl)cc1)NCCc1ccccc1 (configuration not stated)	0.0
15	O=C(O)C1=C(OCc2ccccc2)C(=O)NCC1	-4.0

# Following part.
item	mol	RGS7-Gao reg	Bcl-B Bim block	GSH fluor	Bim-Mcl-1	Bcl-2 Bim block	Bim-Bcl-XL	Bim-Bfl-1	Bcl-W Bim block	Mcl1-Bid inh	RGS8-Gao reg	RGS4-Gao reg
25	Cc1cccc(CSc2ncnc3ccccc23)c1	108.5	2.0	19	4.0	2.0	0.0	-3.0	5.0	-8.7	100.3	101.6
26	O=[N+]([O-])c1ccc(OS(=O)(=O)Cc2ccccc2)cc1	107.2	0.0	57	-1.0	5.0	1.0	1.0	0.0	-3.8	122.6	104.2
27	CSc1c(CC(=O)Nc2ccccc2)n(Cc2ccccc2)c2ccccc12	102.1	-6.0	11	-11.0	-6.0	-10.0	-6.0	-7.0	5.8	103.7	100.3
28	Cc1c(N=C/C=C/c2ccccc2)c(=O)n(-c2ccccc2)n1C	97.2	-3.0	5	2.0	-2.0	-1.0	-5.0	0.0	-58.5	96.0	95.4
29	Cc1ccc(-c2cc(C(=O)N/N=C/c3c[nH]c4ccccc34)n[nH]2)o1	103.4	-10.0	15	-1.0	-12.0	-6.0	-18.0	-2.0	-35.2	103.9	100.8
30	COC(=O)N1N=C(c2ccccc2)CC1(O)C(F)(F)F (configuration not stated)	106.7	1.0	52	0.0	1.0	0.0	5.0	7.0	-1.7	125.5	107.6
31	O=C1/C(=C/c2ccc(N3CCCC3)cc2)NC(=S)N1C1CC1	102.4	-9.0	51	-11.0	-3.0	-4.0	-3.0	-1.0	-31.3	99.9	104.0
32	COc1ccc(NC(=O)C2CC(=O)N(Cc3ccc(C)cc3)C2)cc1S(=O)(=O)N1CCCCC1 (configuration not stated)	98.2	-1.0	9	-5.0	-3.0	-2.0	0.0	-1.0	-13.7	88.4	95.5
33	CCN1C(=O)/C(=C\N(C(C)=O)c2ccccc2)OC1=S	101.8	0.0	14	0.0	0.0	0.0	2.0	0.0	-3.5	102.6	102.9
34	COC(=O)N/N=C1/C/C(=N\NC(=O)OC)c2ccccc21	?	3.0	12	0.0	1.0	5.0	-4.0	1.0	-6.1	103.2	104.1
35	O=C(O)c1sc2cc(C(F)(F)F)cnc2c1-c1cccs1	?	-4.0	18	0.0	-4.0	-4.0	-4.0	1.0	-2.0	99.3	99.8
36	CCOC(=O)C1CCN(C(C(=O)NC2CCCCC2)c2ccc(OC)cc2)CC1 (configuration not stated)	99.5	-9.0	34	-1.0	-4.0	1.0	-10.0	-1.0	-6.7	96.0	103.6

# Four entries out of the list above, sorted by the value under Bim-Bfl-1, rising.
item	mol	RGS7-Gao reg	Bcl-B Bim block	GSH fluor	Bim-Mcl-1	Bcl-2 Bim block	Bim-Bcl-XL	Bim-Bfl-1	Bcl-W Bim block	Mcl1-Bid inh	RGS8-Gao reg	RGS4-Gao reg
11	COC(=O)[C@H](CCSC)NC(=O)N1CCN(c2cccc(C(F)(F)F)c2)CC1	99.3	-10.0	28	-3.0	-10.0	-7.0	-23.0	-5.0	-8.8	98.7	100.0
9	CCCCCn1c(C(C)NC(=O)CCC)nc2ccccc21 (configuration not stated)	102.4	-7.0	13	-3.0	-7.0	-5.0	-12.0	-4.0	-3.8	104.5	103.7
1	COc1ccc(OC2C(=O)N(Cc3ccc(F)cc3)C2c2cc(OC)c(OC)c(OC)c2)cc1 (configuration not stated)	94.0	-9.0	15	-3.0	-5.0	-8.0	-5.0	-7.0	1.2	97.0	98.7
19	COC(=O)c1ccc(-c2ccc(Cl)cc2)nc1C	100.0	-8.0	7	-5.0	-3.0	-5.0	0.0	-3.0	-7.1	100.5	101.8

# (more compounds)
item	mol	RGS7-Gao reg	Bcl-B Bim block	GSH fluor	Bim-Mcl-1	Bcl-2 Bim block	Bim-Bcl-XL	Bim-Bfl-1	Bcl-W Bim block	Mcl1-Bid inh	RGS8-Gao reg	RGS4-Gao reg
37	Oc1ccccc1N=Cc1sc2ccccc2c1Cl	98.2	-10.0	12	-3.0	-9.0	-4.0	-7.0	-2.0	-27.9	97.9	99.2
38	COc1ccc(CS(=O)/C(Cl)=C(/Cl)C(=O)Nc2ccc(OC)nc2)cc1 (configuration not stated)	104.8	-3.0	14	-3.0	-1.0	1.0	22.0	1.0	1.2	94.5	97.7
39	Nc1nccc(-c2ccc(-n3cccc3)cc2)n1	106.0	0.0	11	0.0	0.0	1.0	1.0	1.0	-9.4	102.1	102.0
40	COc1ccccc1NC(=O)N1CCCC1C(=O)Nc1ccc2c(c1)OCO2 (configuration not stated)	106.9	-7.0	18	-3.0	-6.0	-7.0	-17.0	-3.0	-15.2	100.0	104.3
41	CCOC(=O)CSc1nnc(CNC(=O)c2cccs2)n1-c1cc(C)ccc1C	99.2	0.0	23	0.0	-1.0	0.0	0.0	0.0	5.8	95.6	99.8
42	CCC(Sc1nc2ccccc2s1)C(=O)Nc1nnc(C)s1 (configuration not stated)	99.4	0.0	14	0.0	0.0	-4.0	0.0	0.0	-20.7	99.2	102.4
43	COc1ccc(C2=[N+]([O-])C(C)(C)N(O)C2C)cc1 (configuration not stated)	100.0	0.0	18	0.0	-14.0	0.0	-1.0	-1.0	-8.5	100.4	99.2
44	Cc1ccc(NC(=O)NC2C(NC(=O)Nc3ccc(C)cc3)N(C)C(=O)N2C)cc1 (configuration not stated)	96.1	0.0	27	-3.0	1.0	-10.0	0.0	5.0	7.7	97.9	94.5

# Compound activity: PubChem BioAssay, several laboratories
